Compound activity deposited in PubChem BioAssay by several laboratories.
CaV13 ICDI inh = Disruptors of the CACNA1D IQ motif to Ca2+-dependent inactivation inhibitor domain association, primary screening, Förster resonance energy transfer in intact living …; inhibition, % at 12.3 µM; HEK cells, CFP/YFP FRET ICDI-IQ, plate reader, 10 min; percent FRET-ratio fall versus neutral wells; 340,000 compounds, 0.098% hits; AID 743397;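 active = mean replicate inhibition of at least 30% and at least 1% of replicates passing that level; inconclusive = only one of the two criteria is met; inactive = neither criterion is met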;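 note: 0% = median of the neutral control wells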
NR2E3 ag-1 = activates human photoreceptor nuclear receptor NR2E3; GST-NR2E3/biotin-RetCOR TR-FRET, 1536-well; inhibition of corepressor binding, % at 4.78 µM; 320,000 compounds, 0.12% hits; AID 2300;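 active = percent inhibition above the cutoff of mean plus 3 SD of all tested compounds, set per screening campaign, cut at about 20% in these data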;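 note: 0% = DMSO wells and 100% = biotin wells as full block of FRET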
Target sequence (Q9Y5X4 whole entry, looked up): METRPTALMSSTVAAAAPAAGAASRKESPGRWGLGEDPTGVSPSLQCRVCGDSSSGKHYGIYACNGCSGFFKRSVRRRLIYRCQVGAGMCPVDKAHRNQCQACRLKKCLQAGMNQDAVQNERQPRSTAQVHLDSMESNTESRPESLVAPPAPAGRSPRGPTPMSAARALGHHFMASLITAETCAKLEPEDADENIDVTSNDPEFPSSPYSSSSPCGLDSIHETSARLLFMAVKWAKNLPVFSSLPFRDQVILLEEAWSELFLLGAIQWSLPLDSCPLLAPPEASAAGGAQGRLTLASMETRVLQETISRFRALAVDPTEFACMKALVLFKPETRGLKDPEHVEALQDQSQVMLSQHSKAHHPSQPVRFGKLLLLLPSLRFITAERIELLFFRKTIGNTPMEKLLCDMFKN
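System: GST-tagged NR2E3 plus biotinylated RetCOR corepressor; Buffer or medium: pH 7.5 Tris-based buffer; Probe or stimulus: RetCOR corepressor, biotinylated, 7 nM; Doses: compound at 4.8 µM, single dose; Schedule: 5 h incubation at 4 °C; Technique: time-resolved FRET; Evaluation: percent inhibition of TR-FRET ratio; Replication: one well per compound, singlicate testing.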
Vif imaging = HIV Vif inhibition; inhibition, % at 7.49 µM; HEK293T cells, Vif self-association by quenched fluorescence, imaging, 24 h; 340,000 compounds, 0.35% hits; in the data active = inhibition above about 50%, passing the limit was not always enough; inconclusive = no clear call, values can overlap the other calls; inactive = below about 31%; note: some results filed as inactive read as strong as hits
PDI inh = blocks human protein disulfide isomerase activity | P07237 | PDI insulin aggregation turbidity, A650, 90 min | inhibition, % at 10 µM | 350,000 compounds, 0.052% hits | AID 588391;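 active = mean inhibition across replicates of 30% or more, whatever share of single replicates reach that level; inconclusive = mean inhibition below 30% while every single replicate reaches 30%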;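 note: absorbance from insulin aggregation driven by PDI reduction with DTT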
Target sequence (P07237 whole entry, looked up): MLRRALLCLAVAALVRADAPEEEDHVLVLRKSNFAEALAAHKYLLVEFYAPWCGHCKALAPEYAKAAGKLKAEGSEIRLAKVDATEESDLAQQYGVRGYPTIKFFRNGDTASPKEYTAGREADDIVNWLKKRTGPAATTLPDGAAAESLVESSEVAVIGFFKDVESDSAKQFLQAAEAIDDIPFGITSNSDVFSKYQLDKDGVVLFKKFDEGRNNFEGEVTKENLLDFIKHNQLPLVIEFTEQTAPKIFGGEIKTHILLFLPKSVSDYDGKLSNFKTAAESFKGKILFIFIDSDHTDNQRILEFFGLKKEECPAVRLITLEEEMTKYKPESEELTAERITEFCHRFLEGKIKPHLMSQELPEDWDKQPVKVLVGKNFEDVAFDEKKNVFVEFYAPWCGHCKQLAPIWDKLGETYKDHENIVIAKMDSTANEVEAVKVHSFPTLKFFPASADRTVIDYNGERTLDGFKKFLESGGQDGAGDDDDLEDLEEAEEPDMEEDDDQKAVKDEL
Peg3 prom inh = inhibitors of Peg3 promoter; AID 588405; HeLa PEG-Prom luciferase reporter, luminescence, overnight; inhibition, % at 20 µM; 360,000 compounds, 1.7% hits;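 active = inhibition of at least 50% at 20 µM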
NR2E3 ag-2 = activates human NR2E3 receptor. Q9Y5X4. CHO-S Gal4-NCOR/VP16-NR2E3 two-hybrid, luciferase. inhibition of corepressor binding, % at 3.98 µM. 360,000 compounds, 0.35% hits. AID 602229;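 active = inhibition above the mean of all tested compounds plus 3 SD, cut at about 70% in these data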;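 note: 0% = DMSO with NR2E3 transfected cells and 100% = cells lacking NR2E3 construct; higher means lower luciferase signal from less NR2E3 corepressor binding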
iPSC survival up = increases survival of single human iPS cells; hiPSC single-cell survival, ATPlite luminescence; 100% = ROCK inhibitor wells, 0% = DMSO; survival enhancement, % at 20 µM; 360,000 compounds, 0.044% hits; AID 602274; in the data active = survival enhancement above about 18%;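 note: cells exposed to compounds for 16 hours before the ATP read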
TRPM1 prom inh = MITF TRPM1 promoter inhibition in SK-MEL-5 cells; AID 488899; SK-MEL-5 TRPM1 promoter luciferase, 24 h; inhibition, % at 12.5 µM; 330,000 compounds, 0.83% hits;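 active = mean inhibition across replicates of 60% or more, whatever share of single replicates reaches that level; inconclusive = some that reach 60%, reason not given; inactive = mean inhibition across replicates below 60%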; note: values of inactives mirror those of a sister screen read the other way
HIF-2a block = blocks HIF-2a reporter activity; 360,000 compounds, 0.72% hits; 786-0 RCC cells HIF-2a reporter, luciferase luminescence, overnight; inhibition, % at 18.8 µM;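 active = inhibition of the luminescence signal of 40% or more relative to plate controls, in a single-dose primary screen at 18.75 µM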
Granule exo inh = blocks lytic granule exocytosis; AID 651702; inhibition, % at 10 µM; TALL-104 LAMP-1 surface exposure, flow cytometry; cells stimulated with thapsigargin and PMA; 360,000 compounds, 0.66% hits;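 active = inhibition above about 55%, limit read from the data; inconclusive = no clear call, values can overlap the other calls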
aDG glyco act = alpha-DG glycosylation activation. Pro5-aDG cells, alpha-DG glycosylation AlphaScreen (IIH6); 0% Pro5, 100% B10-LARGE cell signal. activation, % at 10 µM. 360,000 compounds, 0.22% hits. AID 624168;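 active = activation of at least 8% versus controls, or a plate z-score of at least 8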;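 note: Pro5 are CHO cells carrying HIG-tagged alpha-DG that lacks glycosylation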
* = called active by the depositor; i = inactive; ? = inconclusive; . = no result given; & = joins results of further samples.

SMILES | CaV13 ICDI inh | NR2E3 ag-1 | Vif imaging | PDI inh | Peg3 prom inh | NR2E3 ag-2 | iPSC survival up | TRPM1 prom inh | HIF-2a block | Granule exo inh | aDG glyco act
C=CCSc1nnc(NC(=O)CSc2nc3ccccc3[nH]2)s1 | -9.1 | -0.8 | 5.5 | -1.4 | -11.4 | -38.1 | 1.3 | 4.9 | -59.4 | -0.7 | 0.1
O=C(c1ccc(Cl)c(S(=O)(=O)N2CCOCC2)c1)N1CCN(c2ccccc2)CC1 | -10.5 | 2.2 | 14.6 | 3.9 | 19.8 | -3.9 | 0.3 | 3.4 | -8.5 | -1.4 | 0.0
COc1ccc(/C(C)=N/NC(=O)CCC(=O)Nc2ccc(Cl)cc2Cl)c(OC)c1 | -4.3 | -2.3 | 1.5 | -0.3 | -11.2 | -12.3 | -0.2 | 2.2 | 16.8 | 7.9 | -0.2
CN(C)c1ccc(/C=C2/C[N+](C)(C)C/C(=C/c3ccc(N(C)C)cc3)C2=O)cc1 | -11.8 | . | -1.4 | -3.7 | -72.8 | -17.3 | -4.0 | 18.5 | -0.7 | -4.5 | -0.7
COCCn1cnc2c1c(=O)n(CC(=O)OCC#N)c(=O)n2Cc1ccccc1 | -18.0 | -1.0 | 3.6 | -9.8 | 18.2 | -15.3 | 3.1 | -0.7 | 14.1 | -5.0 | 0.0
O=C(/C=C/c1ccco1)NCCCN1CCN(CCCNC(=O)/C=C/c2ccco2)CC1 | -1.8 | 0.1 | -3.4 | 5.3 | 11.9 | 14.2 | -2.6 | 0.6 | -23.5 | 7.2 | 0.2
C=CCNC(=O)COC(=O)c1cc(S(=O)(=O)N2CCCCC2)ccc1Cl | -5.0 | 2.7 | . | 3.2 | 5.8 | -7.9 | -0.5 | -6.6 | 7.8 | 1.0 | 0.5
Cc1cc(=O)[nH]c2ccc(S(=O)(=O)N3CCOCC3)cc12 | . | 0.5 | -2.4 | 6.2 | -1.3 | 2.5 | -0.3 | 0.3 | 7.7 | -3.2 | -0.1
CCOc1ccc(NS(=O)(=O)c2ccc(NC(=O)c3ccccn3)cc2)cc1 | -4.9 | 5.2 | 0.8 | 6.7 | -22.4 | 31.3 | -0.4 | -5.0 | -33.2 | -1.6 | 1.4
CN1CCN(c2ccc([N+](=O)[O-])c(Sc3nc4ccccc4[nH]3)c2)CC1 | -7.5 | -1.9 | 0.0 | -3.0 | 5.3 | 2.3 | -2.3 | 6.0 | -17.6 | -0.4 | -0.1
[O-]/C(=C(\C(=S)Nc1cccc2ccccc12)[n+]1cccc(CO)c1)c1ccc(Cl)s1 | -4.7 | . | 10.2 | 3.3 | 16.0 | -19.9 | 3.2 | 18.1 | 2.5 | 1.3 | -0.1
CCCC1(c2ccccc2)NC(=O)N(CCN2C(=O)c3ccccc3C2=O)C1=O (stereo not given) | . | -0.3 | -8.2 | 0.1 | 21.9 | 6.1 | -1.0 | 6.6 | 13.7 | 1.0 | 0.0
CCOc1cccc(/C=N/NC(=O)CC2C(=O)NN=C2C)c1O (stereo not given) | 7.5 | 3.1 | -6.9 | -1.3 | 7.2 | -28.9 | -1.0 | 11.7 | 16.1 | 3.5 | -0.3
Cc1ccc(-c2nc(C#N)c(NCCc3ccccn3)o2)cc1 | -3.4 | 0.1 | -11.7 | -1.3 | -244.0 | -50.1 | -0.1 | -69.3 | -239.7 | -3.3 | -0.2
c1ccc(CCc2nn3c(C4COc5ccccc5O4)nnc3s2)cc1 (stereo not given) | -8.1 | 2.1 | 4.2 | -6.7 | -88.8 | -56.8 | 1.4 | -12.6 | -114.3 | 1.1 | 0.2
CN1CCc2c(n(CC(O)CN(CCO)CCO)c3ccccc23)C1=O (stereo not given) | 7.0 | 2.0 | -12.6 | 9.9 | 17.9 | -6.1 | -3.3 | 0.8 | 10.8 | -1.4 | -0.1
CC(=O)N(c1ccc(C)cc1)S(=O)(=O)c1ccc(Cl)cc1 | 4.5 | -0.3 | 2.5 | 4.9 | 23.5 | -8.5 | -0.4 | -6.2 | -1.9 | -3.5 | -0.1
COc1ccccc1OCC#CCn1ccnc1 | 0.1 | 0.3 | 5.7 | 2.7 | 16.9 | 7.0 | -1.3 | 5.8 | 7.7 | -7.6 | 2.6
S=C1NCN(C2CCCCC2)CN1c1ccccc1 | -4.9 | 1.0 | -9.1 | 9.5 | -19.5 | -12.0 | 0.2 | -5.0 | -161.9 | -1.8 | -0.1
CCOc1cc(C(c2c(C)[nH][nH]c2=O)c2c(C)[nH][nH]c2=O)cc(Cl)c1O | -19.5 | 1.6 | -4.0 | 0.9 | 7.1 | -52.2 | -0.8 | 13.0 | 6.7 | -5.0 | 0.1
Brc1ccc(C2=CC(c3cccs3)n3ncnc3N2)cc1 (stereo not given) | -7.6 | 0.1 | i | -2.1 | 7.2 | 5.7 | 2.3 | 26.2 | -7.3 | -7.4 | 0.4
COc1ccc(CN2C(=O)COc3ccccc32)cc1 | -9.5 | 1.1 | -3.4 | -4.3 | -8.8 | -35.2 | 0.3 | 0.8 | 4.0 | -3.3 | 0.0
CN1CCCCCC1C(=O)N1CCC(N2CCC(C(=O)N3CCOCC3)CC2)CC1 (stereo not given) | -6.2 | 2.4 | -2.4 | 1.4 | -2.0 | -21.2 | -0.1 | 3.9 | 15.2 | -1.7 | -0.1
Cn1c(SCC(=O)N2CCCc3ccccc32)nnc1-c1ccco1 | . | 7.7 | 9.2 | -8.0 | 6.8 | 16.4 | 7.8 | 13.4 | 18.6 | -2.6 | -0.1
CC(C)n1c(NCc2nc3ccccc3n2C)nc2ccccc21 | -5.0 | 1.2 | 1.7 | -6.5 | 2.0 | -26.2 | 2.0 | 8.1 | -2.8 | -1.3 | -0.1
SMILES | CaV13 ICDI inh | NR2E3 ag-1 | Vif imaging | PDI inh | Peg3 prom inh | NR2E3 ag-2 | iPSC survival up | TRPM1 prom inh | HIF-2a block | Granule exo inh | aDG glyco act
CC(C)C[C@H]1CNC(=S)N1CC1CCN(CCC2CCCC2)CC1 | -2.7 | . | . | 0.4 | -5.0 | -4.0 | 0.7 | -5.9 | 0.0 | -2.6 | -0.2
NS(=O)(=O)c1ccc(CCNC(=O)CNC(=O)C2CCCCC2)cc1 | . | 1.1 | -1.2 | -10.2 | -5.8 | -23.0 | 1.9 | -1.5 | 13.8 | 2.6 | 0.2
COC(=O)c1ccc(C(=O)N2CCCC(N3CCN(c4ccccc4)CC3)C2)nc1 (stereo not given) | -7.6 | -1.6 | -2.4 | -13.2 | 0.2 | 1.1 | 0.5 | 4.9 | -7.1 | -4.0 | 0.0
CCCC(C)NC(=O)CN(Cc1ccco1)S(=O)(=O)c1ccccc1 (stereo not given) | -6.2 | 3.4 | 2.2 | 10.7 | -1.2 | -12.3 | 0.1 | 4.2 | -1.0 | 3.9 | -0.1
COCCCn1c(SCc2nnc(-c3ccc(OC)c(OC)c3)o2)nnc1-c1ccncc1 | . | 1.6 | 0.3 | 22.8 | -3.7 | -25.7 | -3.8 | 8.1 | 8.3 | 0.9 | -0.3
COc1ccc([C@@H]2[C@@H](C(=O)C(C)(C)C)N3N=Cc4ccccc4[C@@H]3C23C(=O)OC(C)(C)OC3=O)cc1OC | -2.7 | 0.4 | 11.2 | 2.1 | -0.5 | 3.2 | 0.4 | 8.1 | 7.3 | 4.3 | 0.0
CC(NC(=O)Nc1ccccc1C(F)(F)F)C1CCCO1 (stereo not given) | -7.4 | 0.6 | 5.4 | -3.6 | 5.4 | -7.9 | 1.8 | 5.1 | 8.6 | -1.4 | -0.2
O=C(C=Cc1cccs1)c1ccc(Cl)s1 | -5.7 | . | 16.7 | -1.5 | -11.6 | -18.0 | -3.4 | -25.7 | -105.6 | -2.1 | 0.0
Cc1nc2c3ccccc3nc(NNC(=O)CCC(=O)NCCC(C)C)n2n1 | -4.6 | -3.3 | . | -3.5 | -6.1 | 5.7 | 0.7 | -7.7 | -2.5 | 5.3 | -0.1
CN1CCN(NC(=O)c2cn(-c3ccccc3)nc2-c2cccs2)CC1 | -7.2 | -3.5 | -5.4 | 11.1 | 0.1 | -12.6 | -2.1 | 7.0 | 4.2 | 34.6 | 0.3
COC(=O)c1ccccc1OCC(=O)N1CCN(c2ccc(OC)cc2)CC1 | -4.5 | -0.8 | 8.8 | 2.5 | -4.9 | -10.3 | 0.2 | 12.7 | 14.9 | 1.5 | 0.6
COC(=O)c1nnn(-c2nonc2N)c1COc1ccc(C=O)cc1OC | -6.7 | -1.6 | -13.0 | -1.3 | 19.7 | -6.9 | -0.8 | -11.7 | 12.5 | -3.8 | -0.1
COCCc1ccc(OC2(C)CCN(Cc3cccc(OCOC)c3)C2)cc1 (stereo not given) | -6.0 | . | 7.2 | -8.7 | 2.4 | 6.8 | 0.4 | . | 10.2 | 5.5 | -0.2
CC(C)(C)c1ccc(NC(=O)COC(=O)CCc2nc3ccccc3c(=O)[nH]2)cc1 | -3.2 | 0.8 | -3.0 | 21.0 | -28.7 | -15.5 | 0.4 | -16.8 | -14.7 | 1.9 | 0.0
O=C(/C=C/c1ccc(O)c(O)c1)O[C@@H]1C[C@](O)(C(=O)O)C[C@@H](O)[C@H]1O | -5.6&-6.1 | 4.0&3.2 | -9.6&-3.8 | 1.5&-4.3 | -6.4&-0.5 | -29.8&18.6 | 3.3&-2.9 | -9.2&1.2 | -3.2&1.1 | -5.0&-3.0 | 0.0&-0.1
C(=N\N1CCN(C2c3ccccc3-c3ccccc32)CC1)/c1cccnc1 | . | 2.6 | 2.1 | -10.0 | 17.4 | -9.9 | 2.4 | 1.7 | 18.7 | 0.7 | 0.0
CC(=O)NC1(C(F)(F)F)C(=O)Nc2c1c(=O)[nH]c(=O)n2CCc1ccccc1 (stereo not given) | -4.1 | 1.0 | ? | -3.8 | 0.8 | 10.9 | -0.3 | -4.1 | 5.4 | -6.8 | -0.1
O=C(CN1C(=O)/C(=C/c2ccccc2)SC1=S)N1CCN(CCc2ccccn2)CC1 | -4.3 | -2.3 | 10.9 | -10.5 | 74.2* | 5.3 | -0.4 | 10.1 | 30.4 | 0.8 | 0.1
Nc1cc(C(F)(F)F)ccc1OCC1CCCO1 (stereo not given) | -6.1 | -3.2 | -2.4 | -1.7 | -62.2 | 21.0 | 0.5 | -46.4 | -113.8 | -2.2 | -0.1

Reformatted with values under each structure: part of the list above.
Order of values – CaV13 ICDI inh | NR2E3 ag-1 | Vif imaging | PDI inh | Peg3 prom inh | NR2E3 ag-2 | iPSC survival up | TRPM1 prom inh | HIF-2a block | Granule exo inh | aDG glyco act
CN1CCN(NC(=O)c2cn(-c3ccccc3)nc2-c2cccs2)CC1
→ -7.2 | -3.5 | -5.4 | 11.1 | 0.1 | -12.6 | -2.1 | 7.0 | 4.2 | 34.6 | 0.3
COC(=O)c1ccccc1OCC(=O)N1CCN(c2ccc(OC)cc2)CC1
→ -4.5 | -0.8 | 8.8 | 2.5 | -4.9 | -10.3 | 0.2 | 12.7 | 14.9 | 1.5 | 0.6
